# Screening results (PubChem BioAssay)
# PKA-R1A act – activators of PKA-R1A holoenzyme, primary screen, biochemical, fluorescence polarization, Cy5-IP20, bovine R1A, mouse PKAc; actives 0.083% (n = 340,000); AID 504707, 2011; cAMP-dependent protein kinase type I-alpha regulatory subunit (Bos taurus) + …; PKA-R1A dissociation; scaled: DMSO 0%, 113 µM cGMP 100%; activation, % at 11.4 µM;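 active = percent activation above the mean of all tested compounds plus 3 SD, cut at about 19% in these data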;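 also: higher means more PKAc released from R1A so a rise in polarization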
# MOR-DOR inv ag – inverse agonists of MOR-DOR heterodimerization, primary screen, cell-based, luminescence; Mu-type opioid receptor (Homo sapiens) + Delta-type opioid receptor (Homo sapiens), …; cell-based MOR-DOR heterodimer luminescence, inverse agonism; inhibition, % at 9.3 µM; actives 0.21% (n = 340,000); AID 504357, 2011; in the data active = inhibition above about 22%, passing the limit was not always enough;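 also: 0% = cells with DMSO and 100% = wells without cells with DMSO; values of inactives mirror those of a sister screen read the other way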
# Target sequence (P35372 whole entry, looked up): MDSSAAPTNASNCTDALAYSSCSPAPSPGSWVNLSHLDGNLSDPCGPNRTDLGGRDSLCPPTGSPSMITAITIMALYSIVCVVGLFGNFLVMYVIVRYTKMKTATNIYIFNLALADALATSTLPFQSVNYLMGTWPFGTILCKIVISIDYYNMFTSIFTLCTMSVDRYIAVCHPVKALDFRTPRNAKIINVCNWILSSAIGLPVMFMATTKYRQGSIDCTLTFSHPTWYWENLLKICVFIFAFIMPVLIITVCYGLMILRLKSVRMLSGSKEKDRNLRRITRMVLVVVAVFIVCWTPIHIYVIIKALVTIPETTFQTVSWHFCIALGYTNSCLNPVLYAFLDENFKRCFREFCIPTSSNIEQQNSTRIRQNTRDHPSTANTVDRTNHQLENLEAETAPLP
# Target sequence (P41143 whole entry, looked up): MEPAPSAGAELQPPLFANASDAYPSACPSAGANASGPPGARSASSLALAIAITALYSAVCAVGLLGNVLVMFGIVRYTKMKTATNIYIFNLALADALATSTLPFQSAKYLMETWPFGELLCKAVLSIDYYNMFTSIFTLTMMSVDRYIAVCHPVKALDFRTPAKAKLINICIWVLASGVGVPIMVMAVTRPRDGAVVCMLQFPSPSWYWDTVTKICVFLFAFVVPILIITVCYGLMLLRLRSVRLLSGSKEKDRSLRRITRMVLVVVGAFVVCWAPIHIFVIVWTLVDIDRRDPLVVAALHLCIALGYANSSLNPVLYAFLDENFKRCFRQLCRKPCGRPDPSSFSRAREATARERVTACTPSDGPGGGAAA
# HTR5A inv ag – HTR5A inverse agonists in luminescence cell assay, primary screen, counter-screen for OPRM1-OPRD1 heterodimer inverse agonist project, full-deck HTS | 5-hydroxytryptamine receptor 5A (Homo sapiens), P47898 | HTR5A cell line, inverse agonism | inhibition, % at 9.3 µM | actives 0.083% (n = 340,000); in the data active = inhibition mostly above about 23%, no sharp cut-off; inactive = mostly below about 18%;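 also: 0% = cells with DMSO and 100% = no-cell wells with DMSO; some compounds called inactive have numbers as strong as hits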
# AddAB inh – growth inhibition of E. coli expressing H. pylori AddAB, primary screen, AddAB inhibitor project, absorbance. inhibition, % at 11.9 µM. actives 0.29% (n = 330,000); in the data active = inhibition above about 12%;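 also: 0% = vehicle wells of infected cells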
# PfHsp90 yeast 2 – growth inhibition of PfHsp90-expressing yeast, primary screen, antimalarial PfHsp90 inhibitor project, S. cerevisiae, BacTiter-Glo luminescence, single point, set 2 | BacTiter-Glo ATP, 48 h; yeast lacking PDR1 and PDR3 efflux regulators | inhibition, % at 9.4 µM | AID 504621, 2011 | actives 0.32% (n = 310,000);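 active = every replicate shows inhibition above about 80%, whatever the replicate mean, limit read from the data; inconclusive = mean inhibition reaches the set limit but some replicate falls short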;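 also: 0% = DMSO neutral controls and 100% = 20 µM radicicol positive controls; yeast relying on Plasmodium falciparum Hsp90 in place of its own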
# SUMO Mot1 rescue – yeast Mot1-301 growth rescue at high temperature, primary screen, SUMOylation pathway inhibitor project, S. cerevisiae, ATP luminescence, 38.5C. S. cerevisiae Mot1-301 growth rescue; percent above DMSO median, 100 means doubled. growth rescue, % at 18.8 µM. actives 1% (n = 320,000);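 active = every valid replicate shows activation above 250% relative to neutral control wells; inactive = the rest, any valid replicate at or below 250%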;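 also: OY570 slx delta 5 strain wells were the positive control but not used for scaling; some compounds called inactive have numbers as strong as hits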
# E coli growth – E. coli V3065 growth inhibition, primary screen, counter-screen for AddAB inhibitor project, absorbance, OD600. 18 h. inhibition, % at 11.9 µM. actives 0.27% (n = 330,000). AID 449728, 2010;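 active = inhibition above the campaign's mean inhibition across all tested compounds plus 3 SD, cut at about 9.9% in these data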;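 also: uninfected addAB+ strain grown without phage in ampicillin broth; 0% = DMSO wells and 100% = ciprofloxacin 0.95 µg/ml wells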
# OPRM1-OPRD1 ag – agonists of OPRM1-OPRD1 heterodimerization, primary screen, cell-based, luminescence. Mu-type opioid receptor (Homo sapiens) + Delta-type opioid receptor (Homo sapiens), …. cells. activation, % at 9.3 µM. actives 0.3% (n = 340,000). AID 504326, 2011; in the data active = activation above about 18%;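 also: 0% = vehicle-treated cells and 100% = reference agonist; values of inactives mirror those of a sister screen read the other way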
# phage Ecoli inh – growth loss of phage-infected E. coli, primary screen, RecBCD inhibitor project, absorbance, with phage, HTS. inhibition, % at 11.9 µM. actives 0.26% (n = 360,000); in the data active = inhibition above about 11%
# PKA-R2B act – activators of PKA-R2B holoenzyme, primary screen, biochemical, fluorescence polarization, Cy5-IP20, human; cAMP-dependent protein kinase catalytic subunit beta (Homo sapiens) + cAMP-dependent …; PKA-R2B holoenzyme dissociation; R2B truncated from residue 108, S112A mutant; 0% DMSO only, 100% 113 µM cGMP; activation, % at 11.4 µM; actives 0.079% (n = 340,000);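 active = activation above a cutoff set at the mean over all compounds plus 3 SD, cut at about 18% in these data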;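 also: higher means more holoenzyme dissociation and a rise in polarization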
# Tat transport – E. coli Tat export inhibitors, primary screen, MC4100, TorA-mCherry reporter, fluorescence, single point | inhibition, % at 10 µM | actives 0.036% (n = 340,000) | AID 488895, 2010;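 active = mean replicate inhibition at least 50% and at least half of replicates individually reaching 50%; inconclusive = only one of the two criteria met; inactive = neither criterion met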;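 also: exported cargo escapes ClpAP degradation while cytoplasmic cargo is degraded and loses fluorescence; 0% = median of neutral control wells and 100% = median of NaSCN control wells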
# An asterisk follows results filed as active; ? = inconclusive; . = no result given.
SMILES,PKA-R1A act,MOR-DOR inv ag,HTR5A inv ag,AddAB inh,PfHsp90 yeast 2,SUMO Mot1 rescue,E coli growth,OPRM1-OPRD1 ag,phage Ecoli inh,PKA-R2B act,Tat transport
COc1ccc(N2CCN(C(=O)Cn3cnc4c(cnn4-c4ccccc4)c3=O)CC2)cc1,5,10,-9,0.4,0,-2,1.4,-2.1,2.1,5,5
COc1cc(/C=N/NC(=O)c2nonc2C)ccc1O,4,6,11,0.6,-13,-7,2.2,-1.3,3.1,-17,-4
O=S(=O)(c1ccccc1)N(Cc1ccccn1)Cc1ccccn1,-12,11,6,1.8,9,7,0.3,-2.2,1.7,-12,4
N/C(=N\OC(=O)CCC1CCCCC1)c1cccc([N+](=O)[O-])c1,-1,5,-23,-0.2,5,-10,-1.7,-1.1,.,2,2
COc1ccc(CNC(=O)Nc2cccs2)cc1OC,-5,12,26,-3.0,-13,3,-1.5,-2.2,1.9,-11,-9
COCn1c(-c2ccc(OC)cc2)nc2ccccc21,4,17,-18,2.7,-16,5,1.1,-2.8,3.5,8,-6
CN(C#N)c1nc(Cl)nc(Nc2cccc(Cl)c2)n1,5,6,-7,-0.3,11,597*,-1.1,-1.1,1.6,1,-4
COc1ccc(C(=O)Nc2ccc(C3=NNC(=O)CC3C)cc2NC(=O)c2ccc(OC)cc2)cc1 (stereo unspecified),5,12,0,2.0,-82,3,0.0,-2.1,4.9,-8,2
O=C(Nc1cccc2c1CCCC2)c1ccccc1Br,-9,13,-7,0.6,-4,-7,-0.6,-2.7,-0.9,-5,-8
Cc1c(Br)c([N+](=O)[O-])nn1CC(=O)NC1CCCCCC1,-6,14,1,2.0,-16,190,-3.3,-2.7,1.2,-5,-11
COc1ccc(-n2cnc(N)c2C(=O)c2cccc([N+](=O)[O-])c2)cc1,3,10,-8,0.9,-2,54,-1.1,-1.9,-1.7,5,4
O=C(NN1CCOCC1)c1cc(-c2ccccc2)nc2ccccc12,2,15,-17,2.7,3,-6,2.5,-2.7,-0.8,-12,-4
COc1cccc(CNc2ncnc3cc(OC)c(OC)cc23)c1,-10,10,31,1.1,-8,11,0.6,-2.0,2.3,-1,-1
CC1(C)COC(/C=C/c2ccc([N+](=O)[O-])cc2)=N1,0,-1,8,1.4,12,146,1.7,0.3,2.0,4,-1
CN1CCN(NC(=O)c2ccc(Cl)c(S(=O)(=O)Nc3ccc(Cl)cc3)c2)CC1,-7,11,-14,2.9,7,89,-2.6,-2.1,2.0,-14,7
COc1ccc(NC(=O)CN(Cc2ccco2)Cc2ccco2)cc1S(=O)(=O)N1CCCCC1,-11,10,3,0.4,7,-7,1.3,-2.5,-2.9,-10,10
COCCCNCC(O)COc1ccccc1F (stereo unspecified),-5,9,0,2.6,-7,-2,-0.2,-1.8,1.4,-14,2
CN(C)c1ccc(/C=N/NC(=O)c2ccco2)cc1,-16,10,-4,1.3,-5,67,-0.6,-1.9,3.2,-5,-3
COc1ccc(S(=O)(=O)Nc2ccc3c(c2)OCCO3)cc1OC,-11,7,5,1.3,-4,17,1.8,-1.5,2.3,-5,-8
NNC(=O)Nc1cccc(C(F)(F)F)c1,-4,7,-2,2.8,.,.,2.6,-1.5,0.0,1,-6
O=C(Cn1c(=O)n(CC(=O)NCc2ccccc2)c2ccccc21)NCc1ccccc1,-5,.,.,1.9,-3,57,0.2,.,3.6,8,-4
Cc1cccc2[nH]c3c(N4CCN(C(=O)c5ccco5)CC4)ncnc3c12,0,11,8,2.4,20,7,1.4,-2.3,.,5,-3
COc1ccc(S(=O)(=O)N2CCC(C(=O)NCc3ccncc3)CC2)cc1C,4,-1,9,1.5,9,2,-0.7,0.2,1.1,-1,5
Cc1cccc(C)c1NC(=O)NC1(C(=O)NCc2ccncc2)CCCCC1,10,-19,-6,2.8,-8,2,2.1,2.3,-0.1,-4,-6
CCOc1cc(C2C(C(C)=O)=C(C)Nc3ncnn32)ccc1O (stereo unspecified),-7,-1,-11,0.3,-1,7,-0.5,0.2,.,-15,-6
CC(=O)Nc1ccc(-c2cn3cc(C)ccc3n2)cc1,-4,-3,-19,1.2,-4,0,-0.6,0.5,1.8,-6,4
Cc1c(C(=O)OCC(=O)Nc2ccc(N3CCOCC3)cc2)oc2ccccc12,-7,-19,-13,3.1,-3,32,1.9,3.5,2.6,-12,-4
O=C(N/N=C/c1ccncc1)c1ccc(NC(=O)c2cccc(Cl)c2)cc1,6,-8,7,4.3,-20,-33,-1.5,1.4,6.1,8,2
COCCn1c(CN2CCN(c3ccccc3)CC2)nc2c1c(=O)n(C)c(=O)n2C,5,4,-4,3.3,7,116,-1.6,-0.7,2.9,3,2
Cc1nc2ccc(NC(=O)CCS(=O)(=O)c3ccccc3)cc2s1,-10,7,-7,1.1,9,4,0.3,-1.1,5.4,3,-8
O=C(/C=C/c1ccco1)Nc1nnc(-c2ccco2)s1,5,8,2,4.1,-19,-1,1.3,-1.7,4.6,3,0
CCC(C)(C)NC(=O)C(c1ccncc1)N(Cc1ccc(C)cc1)C(=O)c1csnn1 (stereo unspecified),-7,3,19,1.0,.,.,-0.7,-0.5,1.8,-6,-4
CCCOc1ccc(Cc2nc(N)nc(N)n2)cc1,-4,-4,-43,1.8,2,-15,2.0,0.7,2.1,1,-10
CCn1c(SCC(=O)Nc2ccc(OC)c(OC)c2)nnc1-c1c[nH]c2ccccc12,-5,9,-26,0.0,-9,-3,-2.7,-1.6,3.8,2,-4
O=C(N/C(=C/c1ccccc1F)C(=O)N1CCCCC1)c1ccccc1,-4,8,13,2.2,-9,-11,-4.3,-1.4,-0.9,3,3
CCCN(N=Nc1cccc([N+](=O)[O-])c1)c1cccc([N+](=O)[O-])c1,1,9,7,0.6,1,15,-0.2,-1.7,2.2,-7,2
ONC=Nc1cccc2nonc12,14,2,-1,4.4,-4,8,1.6,-0.5,1.7,5,0
Cc1cccc(C(=O)NNC(=O)c2c(-c3ccccc3Cl)noc2C)c1O,-4,-8,-17,2.7,0,-6,-0.5,1.0,-0.2,-6,19
CCn1ccc(C(=O)N2CCN(c3ncccn3)CC2)n1,1,7,-2,3.4,11,33,-0.7,-1.3,0.6,3,5
Nc1ccc(C(=O)Nc2cccc3ncccc23)cc1,-7,6,27,5.1,9,245,-1.2,-1.2,0.9,-2,-12
O=C(NCC(=O)N(Cc1ccco1)C(C(=O)NC1CCCCC1)c1cccnc1)c1cccs1 (stereo unspecified),-2,5,-47,2.3,7,-21,-0.5,-0.8,2.9,-2,-3
COCCCNC(=S)NNC(=O)Cn1nc(C)c(Br)c1C,-3,16,0,1.8,-2,17,0.9,-3.2,0.9,-2,-1
CCN(C(=O)COC(=O)c1ccc2[nH]c3c(c2c1)CCCC3)C1CCS(=O)(=O)C1 (stereo unspecified),10,1,4,3.7,7,15,-0.8,-0.2,0.6,8,1
Cc1ccc2c(C)c(C(=O)Nc3ccc(S(N)(=O)=O)cc3)oc2c1C,2,5,-14,1.7,-3,5,-1.7,-1.1,3.3,-8,-6
O=C(Nc1ccon1)C(Sc1ccccc1)c1ccccc1 (stereo unspecified),-7,-3,-63,0.4,-20,16,0.8,0.5,2.8,-4,-12
C#CCOCCOCCOCCNc1nc(N2CCN(C(=O)C(Cc3ccc(O)cc3)n3cc(C(N)CC(C)C)nn3)CC2)nc(N2CCN(C(=O)C(Cc3ccc(O)cc3)n3cc(C(N)C(C)CC)nn3)CC2)n1 (stereo unspecified),-2,-30,6,0.8,6,-4,-3.5,5.3,1.8,-1,?
CSc1cccc(NC(=O)CCC(=O)O)c1,12,18,12,0.3,-3,-1,-0.8,-3.4,2.6,-4,1
CCn1c(CNC(=O)c2ccc(OC)cc2)nnc1SC,-4,16,-27,3.1,4,-3,0.3,-2.7,1.4,8,-7
COc1cc(CNc2ncc(-c3ccc(Cl)cc3)n2C)cc(OC)c1OC,-2,10,-27,0.0,-14,20,-0.4,-2.0,-0.8,-1,28
COc1cc(/C=N/NC(=O)CN2CCCCC2)ccc1OCc1ccccc1,5,0,8,1.9,-11,4,1.3,0.0,4.6,6,-6
O=S(=O)([N-]c1nc2ccccc2nc1-n1cc[n+](Cc2ccccc2)c1)c1ccccc1,-4,-2,-27,1.3,24,-5,2.3,0.3,1.5,7,-6
CSc1ccc(/C=N/N2CCN(C)CC2)cc1,-8,4,-13,2.2,-13,13,2.8,-0.9,2.4,-5,-3
CCCN(CCC)CCCNC(=S)Nc1ccc2nc(N3CCN(C)CC3)cc(C)c2c1,1,9,12,-0.6,-10,194,-0.8,-1.8,2.9,6,0
COc1cc(OC)c(NC(=O)C2CCCN2C(=O)OCc2ccccc2)cc1Cl (stereo unspecified),-1,19,-19,0.7,8,-18,0.2,-3.6,2.2,-12,-7
O=C(c1cc(COc2ccc3ncccc3c2)on1)N1CCCC1,-1,6,5,-1.4,-4,160,-0.8,-1.1,1.4,3,4
COc1ccc(OCCCON2C(=O)c3ccccc3C2=O)cc1,-5,1,1,3.1,3,-16,0.1,-0.2,1.9,-12,16
Brc1ccccc1OCCCCn1cnc2ccccc21,-2,-5,-13,-2.8,.,36,-1.5,1.0,-3.1,-3,-2
O=C(COC(=O)c1nc(Cl)ccc1Cl)Nc1ncc(Cl)cc1Cl,1,2,-18,-1.4,.,6,2.1,-0.3,3.6,-9,-4
CNC(=O)COC(=O)c1cc(NC(=O)c2ccco2)c(OC)c(OC)c1,-9,14,22,2.7,2,-8,-0.2,-2.4,-0.6,-12,4
O=C(O)CSc1ncnc2nc[nH]c12,5,16,2,0.2,-7,-14,0.0,-3.1,2.5,0,28
COc1ccccc1NS(=O)(=O)c1cc(C(=O)Nc2ccc(S(=O)(=O)Nc3onc(C)c3C)cc2)ccc1C,-4,12,-4,.,.,.,.,-3.1,1.0,6,1
O=C(c1cccc(C(F)(F)F)c1)C1CCCN(C(=O)C2CCOCC2)C1 (stereo unspecified),-6,10,12,2.2,11,7,0.2,-1.8,1.7,-9,3
